Source: PubChem
PLCb3 inh = human PLC-beta3 inhibitors, primary screen, biochemical, fluorescence; 1-phosphatidylinositol 4,5-bisphosphate phosphodiesterase beta-3 (Homo sapiens), Q01970; Purified PLC-beta3, fluorogenic substrate; inhibition, % at 12.2 µM; 0.18% of 370,000 active; AID 720704, 2013; in the data active = inhibition above about 11%;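 note: 0% = median of compound wells on plate and 100% = full blocker control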
ADAM10 inh = human ADAM10 inhibitors, primary screen, biochemical, QFRET, HTS; Disintegrin and metalloproteinase domain-containing protein 10 (Homo sapiens), O14672; recombinant ADAM10, EDANS/DABCYL FRET peptide cleavage, 3 h; inhibition, % at 7 µM; 0.62% of 370,000 active; AID 720582, 2013;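 active = inhibition above a per-campaign cutoff equal to the mean of compounds falling between control-based bounds plus 3 SD, cut at about 20% in these data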;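 note: 0% = DMSO wells while the 100% control is not disclosed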
ASAP1 GAP inh = inhibitors of human ASAP1 ArfGAP activity, primary screen, biochemical, fluorescence polarization; Arf-GAP with SH3 domain, ANK repeat and PH domain-containing protein 1 (Homo sapiens), …; ASAP1-stimulated ARF1 GTP hydrolysis, GDP FP detection; inhibition, % at 16.5 µM; 0.19% of 360,000 active; in the data active = inhibition above about 25%;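 note: 0% = vehicle with enzyme and substrate and 100% = no enzyme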
Target sequence (Q9ULH1 325-724 limits assumed): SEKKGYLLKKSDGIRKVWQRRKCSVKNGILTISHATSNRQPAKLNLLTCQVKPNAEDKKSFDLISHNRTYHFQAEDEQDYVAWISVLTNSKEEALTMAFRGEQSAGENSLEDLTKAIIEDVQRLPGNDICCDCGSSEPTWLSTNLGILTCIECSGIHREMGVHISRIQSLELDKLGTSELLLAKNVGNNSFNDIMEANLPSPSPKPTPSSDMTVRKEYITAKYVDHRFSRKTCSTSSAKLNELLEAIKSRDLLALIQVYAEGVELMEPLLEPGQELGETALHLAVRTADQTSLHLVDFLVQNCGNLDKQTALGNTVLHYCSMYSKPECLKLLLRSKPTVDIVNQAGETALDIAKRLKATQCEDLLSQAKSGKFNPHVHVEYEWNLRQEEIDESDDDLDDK
ARFGAP1 inh = inhibitors of rat ARFGAP1 GAP activity, primary screen, biochemical, fluorescence polarization, GDP tracer | ADP-ribosylation factor GTPase-activating protein 1 (Rattus norvegicus), Q62848 | Arfgap1-stimulated ARF1 GTP hydrolysis, GDP FP detection | inhibition, % at 16.5 µM | 0.26% of 360,000 active;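 active = inhibition above a per-plate limit, mean inhibition of low control wells plus 3 SD, cut at about 25% in these data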;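 note: 0% = DMSO wells with enzyme and 100% = wells lacking Arfgap1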
Target sequence (Q62848 1-136 limits assumed): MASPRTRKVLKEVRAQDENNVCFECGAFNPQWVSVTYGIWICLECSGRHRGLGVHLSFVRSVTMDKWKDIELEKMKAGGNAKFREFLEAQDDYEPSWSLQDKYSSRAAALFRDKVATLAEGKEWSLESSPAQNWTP
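material = rat Arfgap1 catalytic domain, aa 1-136 | also added = human ARF1(Δ1-17)-GTP substrate | compound dosing = one concentration, 16.5 µM, DMSO 1.26% | times = GTP hydrolysis reaction 2 h at 25 °C | measured by = FP, GDP Alexa 633 tracer displaced from anti-GDP antibody, 620/688 nm | evaluation = percent inhibition of Arfgap1-stimulated GTP hydrolysis | replication = single well per compound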
PLCg1 inh = PLC-gamma1 enzyme inhibitors, primary screen, biochemical, fluorescence, purified enzyme; fluorogenic substrate; inhibition, % at 12.2 µM; 0.84% of 370,000 active; in the data active = inhibition above about 9.5%
SIAE inh = human SIAE inhibitors, primary screen, biochemical, fluorescence polarization, FP-Rh probe, 1536-well HTS; SIAE FP-Rh probe binding; inhibition, % at 9.66 µM; 0.69% of 370,000 active;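 active = inhibition above a cutoff: mean of compounds within the control limits plus 3 SD of those, cut at about 17% in these data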;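 note: 0% = plate median of compound wells and 100% = probe without SIAE protein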
Target sequence (Q9HAT2 whole entry, looked up): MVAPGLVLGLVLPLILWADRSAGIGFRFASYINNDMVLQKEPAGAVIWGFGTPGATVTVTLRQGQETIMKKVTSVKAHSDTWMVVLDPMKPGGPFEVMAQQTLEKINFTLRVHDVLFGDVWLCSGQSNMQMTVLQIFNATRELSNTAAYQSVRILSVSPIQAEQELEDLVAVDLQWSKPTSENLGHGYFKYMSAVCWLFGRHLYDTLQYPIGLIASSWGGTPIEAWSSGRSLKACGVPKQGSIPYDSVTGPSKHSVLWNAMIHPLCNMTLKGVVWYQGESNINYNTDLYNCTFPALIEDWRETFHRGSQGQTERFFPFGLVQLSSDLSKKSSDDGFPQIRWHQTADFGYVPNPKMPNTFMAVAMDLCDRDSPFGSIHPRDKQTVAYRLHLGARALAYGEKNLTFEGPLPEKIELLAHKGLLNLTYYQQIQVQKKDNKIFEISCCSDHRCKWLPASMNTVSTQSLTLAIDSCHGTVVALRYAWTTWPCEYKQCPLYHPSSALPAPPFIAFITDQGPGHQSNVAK
TDP2 absorb = human TDP2 enzyme inhibitors, primary screen, biochemical, epi absorbance, recombinant enzyme | T5PNP hydrolysis, p-nitrophenol absorbance 415 nm | inhibition, % at 12.8 µM | 0.34% of 370,000 active | AID 720702, 2013;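 active = inhibition above the mean of all tested compounds plus 3 SD, set per campaign, cut at about 25% in these data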;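 note: 0% = DMSO with enzyme and 100% = buffer with substrate but no TDP2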
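System: recombinant human TDP2 / Amount: 120 nM TDP2 per well / Also added: 5 mM T5PNP chromogenic substrate / Doses: 12.8 µM single point, 1% DMSO / Incubation: 2 h at 37 °C / Detection: p-Nitrophenol epi absorbance / Evaluation: % inhibition relative to enzyme-containing and enzyme-free wells / Repeats: singlicate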
Tn7 DDE FP = inhibitors of Tn7 peptide binding to fibrin DD(E), primary screen, biochemical, fluorescence polarization, human fibrin, Tn7 probe; Fibrinogen beta chain (Homo sapiens), P02675; FP displacement of FITC-Tn7 peptide from fibrin DD(E); 0% = median of compound wells per plate; inhibition, % at 8.3 µM; 0.13% of 370,000 active; AID 720508, 2013;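 active = inhibition above the mean of compounds falling within the control limits plus 3 SD of them, cut at about 14% in these data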;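 note: 0% = plate median of compound wells and 100% = 10 µM Aha-Tn7 peptide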
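Measure: % inhibition scaled between sample-field median and high-control FP; Test system: human fibrin DD(E); Quantity: 2 µM final DD(E) protein; Doses: one dose, 8.3 µM nominal; Schedule: compound with protein 10 min, then 3 h after probe, room temperature; Detection: fluorescence polarization; Medium: Tris buffer with calcium and detergent, pH 7.8.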
ADAM17 inh = ADAM17 inhibitors, primary screen, biochemical, QFRET. Disintegrin and metalloproteinase domain-containing protein 17 (Homo sapiens), P78536. recombinant ADAM17, EDANS/DABCYL FRET peptide cleavage. inhibition, % at 6.95 µM. 0.83% of 370,000 active;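 active = inhibition above the mean of compounds lying between control limits plus 3 SD, set per campaign, cut at about 8.5% in these data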;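 note: 0% = DMSO-only wells as the low control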
Tn6 DDE FP = inhibitors of Tn6 peptide binding to fibrin DD(E), primary screen, biochemical, fluorescence polarization, human fibrin, Tn6 probe | Fibrinogen beta chain (Homo sapiens), P02675 | Fibrin DD(E) TRITC-Tn6 fluorescence polarization displacement | inhibition, % at 8.3 µM | 0.21% of 370,000 active | AID 720509, 2013;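 active = inhibition above a per-campaign cutoff: mean of compounds within control limits plus 3 SD, cut at about 15% in these data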;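 note: 0% = median of all compound wells on the plate and 100% = blocking peptide control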
An asterisk follows results filed as active.

PLCb3 inh,ADAM10 inh,ASAP1 GAP inh,ARFGAP1 inh,PLCg1 inh,SIAE inh,TDP2 absorb,Tn7 DDE FP,ADAM17 inh,Tn6 DDE FP,Compound
-30,-57,-18,11,-22,-5,-6,7,-22,-1,CCN(Cc1ccccc1)C(c1cc2cc(C)cc(C)c2[nH]c1=O)c1nnnn1CCOC (stereo not drawn)
-7,-41,-2,2,-6,-1,9,0,-13,3,Cc1ccc2nc(-c3ccccn3)cc(C(=O)NC(C)C(C)(C)C)c2c1 (stereo not drawn)
-126,-32,14,-2,-84,10,-15,-4,-8,0,Cc1cc(/C=C(/C#N)c2nc3ccccc3[nH]2)c(C)n1-c1ccccc1C(=O)O
1,1,-4,-5,-1,-18,8,-1,-1,-7,O=c1/c(=C/c2ccc(O)c([N+](=O)[O-])c2)sc2nc3ccccc3n12
4,-3,7,-5,7,-3,-7,-3,-3,0,CCC(=O)N1CCc2cc(S(=O)(=O)CCC(=O)NCCc3ccccc3)ccc21
-5,5,-9,-9,-1,-9,-8,8,0,11,Cc1ccc(C)c(OC(C)C(=O)Nc2ccc(S(=O)(=O)Nc3nccs3)cc2)c1 (stereo not drawn)
0,10,8,4,1,2,6,6,3,2,COc1ccc(-n2nnnc2SCC(=O)NC(=O)Nc2ccc3c(c2)OCCO3)cc1
10,4,20,-4,9.5*,7,-15,-4,8.7*,3,Cc1cc2c(c(=O)o1)[C@@]1(C(=O)N(C)c3ccc([N+](=O)[O-])cc31)C1=C(CCCC1=O)O2
-3,0,-3,-18,-3,2,6,1,0,7,Cc1ccc(S(=O)(=O)N(CC(=O)NCCSCc2ccco2)c2cc(C)ccc2C)cc1
-1,0,-1,9,-2,-7,0,-5,0,2,CC(=O)Nc1cc(NC(C)=O)cc(C(=O)OC(C)C(=O)Nc2ccc(S(=O)(=O)N3CCCC3)cc2)c1 (stereo not drawn)
-5,15,-9,-7,-4,-2,-3,-9,2,6,O=C(COC(=O)Cc1ccc(S(=O)(=O)N2CCOCC2)s1)NCc1ccc(Cl)cc1
-2,12,12,-6,4,4,-9,3,-2,5,COC(=O)CSc1nc(NC(C)(C)C)nc(N(C)C)n1
0,-7,-11,2,3,4,-5,0,5,0,Cc1ccc(S(=O)(=O)N2CCOCC2)cc1C(=O)OCC(=O)NC1CCS(=O)(=O)C1 (stereo not drawn)
3,-2,1,6,1,5,3,-6,1,-7,COCC(C)NCc1cccc2ccccc12 (stereo not drawn)
2,2,2,8,7,-9,-14,-8,1,9,CCN(CC)S(=O)(=O)c1ccc(-c2nnc(SCC(=O)Nc3ccc(OC)cc3)o2)cc1
-6,4,-3,-6,-1,11,-3,4,-2,7,CCCN(CC(=O)Nc1ccccc1OC)C(C)C(=O)NC(C)CCc1ccccc1 (stereo not drawn)
3,-2,-9,-10,0,5,-8,6,-4,5,CS(=O)(=O)Nc1ccc(C(=O)NC2CC3CCC2C3)cc1 (stereo not drawn)
3,8,-3,6,6,5,0,-11,2,5,Cc1ccc(CNc2nc3ccccc3s2)s1
0,-7,13,-9,1,1,0,-1,0,-4,COc1cc(C(=O)Nc2nnc(SC)s2)c([N+](=O)[O-])cc1OC
1,-1,-2,-4,2,-1,3,8,-6,3,CCO[C@@H]1OC(C(=O)NCc2nc3ccccc3[nH]2)=C[C@H](C2CCCCC2)[C@H]1CCCO
-1,-9,13,15,1,-6,4,-11,0,-3,COCCN(Cc1cc2ccc(C)c(C)c2nc1Cl)C(=O)N1CCOCC1
4,-3,-6,6,1,2,-8,2,-4,0,Cc1ccc(OCCCC(=O)N2CCOCC2)c(C)c1
5,3,-3,-1,7,1,1,-2,3,0,CN(C)S(=O)(=O)c1ccc(C(=O)N2CCN=C2SCc2cccnc2)cc1
-14,9,10,-10,1,2,-12,-5,3,1,C/C(=N\OCC(=O)Nc1ccccc1C(C)(C)C)c1ccc2c(c1)OCCO2
-24,-2,0,-11,-12,2,7,-2,-3,-1,Cc1ccc(/C=C/c2ccc3cccc(O)c3n2)s1

Ordered by heavy-atom count (ascending): 13 of the compounds above.
PLCb3 inh,ADAM10 inh,ASAP1 GAP inh,ARFGAP1 inh,PLCg1 inh,SIAE inh,TDP2 absorb,Tn7 DDE FP,ADAM17 inh,Tn6 DDE FP,Compound
3,8,-3,6,6,5,0,-11,2,5,Cc1ccc(CNc2nc3ccccc3s2)s1
-24,-2,0,-11,-12,2,7,-2,-3,-1,Cc1ccc(/C=C/c2ccc3cccc(O)c3n2)s1
-2,12,12,-6,4,4,-9,3,-2,5,COC(=O)CSc1nc(NC(C)(C)C)nc(N(C)C)n1
3,-2,-9,-10,0,5,-8,6,-4,5,CS(=O)(=O)Nc1ccc(C(=O)NC2CC3CCC2C3)cc1 (stereo not drawn)
0,-7,13,-9,1,1,0,-1,0,-4,COc1cc(C(=O)Nc2nnc(SC)s2)c([N+](=O)[O-])cc1OC
-7,-41,-2,2,-6,-1,9,0,-13,3,Cc1ccc2nc(-c3ccccn3)cc(C(=O)NC(C)C(C)(C)C)c2c1 (stereo not drawn)
-1,-9,13,15,1,-6,4,-11,0,-3,COCCN(Cc1cc2ccc(C)c(C)c2nc1Cl)C(=O)N1CCOCC1
-14,9,10,-10,1,2,-12,-5,3,1,C/C(=N\OCC(=O)Nc1ccccc1C(C)(C)C)c1ccc2c(c1)OCCO2
-5,5,-9,-9,-1,-9,-8,8,0,11,Cc1ccc(C)c(OC(C)C(=O)Nc2ccc(S(=O)(=O)Nc3nccs3)cc2)c1 (stereo not drawn)
-5,15,-9,-7,-4,-2,-3,-9,2,6,O=C(COC(=O)Cc1ccc(S(=O)(=O)N2CCOCC2)s1)NCc1ccc(Cl)cc1
-6,4,-3,-6,-1,11,-3,4,-2,7,CCCN(CC(=O)Nc1ccccc1OC)C(C)C(=O)NC(C)CCc1ccccc1 (stereo not drawn)
1,-1,-2,-4,2,-1,3,8,-6,3,CCO[C@@H]1OC(C(=O)NCc2nc3ccccc3[nH]2)=C[C@H](C2CCCCC2)[C@H]1CCCO
-1,0,-1,9,-2,-7,0,-5,0,2,CC(=O)Nc1cc(NC(C)=O)cc(C(=O)OC(C)C(=O)Nc2ccc(S(=O)(=O)N3CCCC3)cc2)c1 (stereo not drawn)

Compound profiles, from the list above. Order of values: PLCb3 inh | ADAM10 inh | ASAP1 GAP inh | ARFGAP1 inh | PLCg1 inh | SIAE inh | TDP2 absorb | Tn7 DDE FP | ADAM17 inh | Tn6 DDE FP
Shown for `Cc1ccc(S(=O)(=O)N(CC(=O)NCCSCc2ccco2)c2cc(C)ccc2C)cc1` : -3 | 0 | -3 | -18 | -3 | 2 | 6 | 1 | 0 | 7
Shown for `CCN(Cc1ccccc1)C(c1cc2cc(C)cc(C)c2[nH]c1=O)c1nnnn1CCOC` (stereo not drawn) : -30 | -57 | -18 | 11 | -22 | -5 | -6 | 7 | -22 | -1

Further structures follow:
PLCb3 inh,ADAM10 inh,ASAP1 GAP inh,ARFGAP1 inh,PLCg1 inh,SIAE inh,TDP2 absorb,Tn7 DDE FP,ADAM17 inh,Tn6 DDE FP,Compound
4,8,8,-12,-1,-2,9,8,2,0,NC1=NC(=Nc2ccc(Cl)cc2)c2ccccc21
2,-5,3,5,3,1,-6,-2,-7,11,CCOC(=O)C1(CCSC)NC(c2ccco2)C2C(=O)N(C)C(=O)C21 (stereo not drawn)
3,-3,-13,-2,0,-6,-12,2,-2,-2,O=C(Cn1nnc(-c2ccccc2)n1)NCc1ccccc1
-2,4,0,-3,-2,-6,5,2,-1,16*,CC12CCC(C(=O)NCC3CCCO3)(OC1=O)C2(C)C (stereo not drawn)
-1,-5,2,8,5,4,-7,-11,0,7,CC(C)N1CC2=C(C1=O)C(c1ccc(O)cc1)NC(=O)N2C (stereo not drawn)
0,2,1,13,3,10,6,3,0,0,O=C(CNC(=O)c1ccc(F)cc1)N/N=C/c1ccc(O)c([N+](=O)[O-])c1
0,5,-6,3,-1,-4,4,5,-1,-1,C=CCn1c(SCn2nnc3ccccc3c2=O)nc2scc(-c3cccs3)c2c1=O
0,10,10,-5,8,-1,-12,-9,3,-4,CCc1nnc(NC(=O)CSc2nc3ccc(OC)cc3[nH]2)s1
-4,-3,2,-1,-1,-6,-2,4,5,-4,COc1ccc2c(=O)c(-c3nc(C)cs3)coc2c1
-24,-43,3,4,-20,-10,-4,-12,-13,-4,O=C(Nc1nc2ccccc2s1)c1ccc2c(c1)OCO2
2,-7,13,-5,2,0,2,1,0,-3,Cc1ccc2c(c1)N(C(=O)CCC(=O)NCc1cccc(Cl)c1)CC(C)O2 (stereo not drawn)
7,-3,-5,-4,3,-1,1,-2,-1,-5,Cc1cc(F)ccc1NC(=O)c1cc(S(=O)(=O)N2CCCC2)cn1C
3,-1,7,-12,1,1,7,-5,-2,2,CNC(=O)CN(Cc1ccccc1)S(=O)(=O)c1ccccc1
-4,0,-3,5,0,-5,-10,4,-3,-4,CCCn1nnc(NC(=O)c2cccc(OCc3ccccc3)c2)n1
-50,-76,-2,-10,-44,-1,3,0,-27,-6,CCCCC(C(=O)NC(C)(C)C)N(Cc1ccco1)C(=O)c1snc(C(N)=O)c1N (stereo not drawn)
-3,-6,11,-11,-7,0,-5,0,-3,4,O=C([O-])c1cc(-c2ccccc2)cc(-c2ccccc2)[n+]1Cc1ccccc1
3,6,7,-9,-1,1,5,1,-3,2,CC(C)CCNC(=O)CN(C(=O)CCC(=O)Nc1ccccn1)c1ccc2c(c1)OCO2
5,-3,4,4,5,6,1,0,2,7,COc1ccc(CC(=O)OCC(=O)Nc2ccc3c(c2)OCCO3)cc1OC
1,0,-2,5,4,1,-5,-1,0,0,O=c1ccc(-c2ccc(S(=O)(=O)Nc3ccc(F)cc3)o2)n[nH]1
0,1,-2,8,1,-2,8,-4,-3,0,COC(=O)[C@@]12C[C@@H](CC(=O)N3CCN(C(=O)C4CC4)CC3)C(=O)N(CCc3ccc(OC)c(OC)c3)C1=CCC(C)(C)C2
